# GRP78 ERSR act – qHTS for Inducers of the Endoplasmic Reticulum Stress Response (ERSR) in Human Glioma: qHTS; 0.02% of 420,000 active; AID 602332, 2012; Potency, µM, without a hit: at the top dose activation, most hits filed as activators; U87-MG GRP78 promoter luciferase reporter, 16 h; further: potency means the concentration at half of the fitted maximal effect; series mostly up to about 76 µM; % of control where 0% means no effect; nearly all actives have a fitted effect of over 35% in size
#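 Stably transfected U87-MG human glioma cells carrying a GRP78-based luminescent sensor were seeded at 1000 cells/well, pin-dosed with compounds and incubated 16 h. Luciferase reagent was then added, and end-point luminescence was read after 10 min at room temperature.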
# RXFP1 ag – qHTS Assay for Agonists of the Relaxin Receptor RXFP1 | Relaxin receptor 1 (Homo sapiens), Q9HBX9 | HEK293T-RXFP1 cAMP TR-FRET, 30 min; response scale: percent of porcine relaxin response, buffer zero | Potency, µM (doses to about 57.5 µM), for the others: top-dose activation, usual class: activators | 0.3% of 370,000 active | AID 2676, 2010; further: potency means the concentration at half of the fitted maximal effect; on the % scale 0 is the no-effect control and ±100 the full control effect; nearly all actives have a fitted effect of over 60% in size; many of its hits are not listed in these tables
#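 Agonist response is measured as cAMP accumulation in an RXFP1-transfected HEK293T line under PDE4 inhibition. Values are scaled between buffer-only and 29 nM porcine relaxin, and EC50s come from standard Hill equation fits.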
# IDH1 R132H inh – qHTS for Inhibitors of mutant isocitrate dehydrogenase 1 (IDH1): qHTS. IDH1-R132H enzyme, NADPH consumption, diaphorase/resazurin fluorescence. Isocitrate dehydrogenase [NADP] cytoplasmic (Homo sapiens), O75874. 0.093% of 390,000 active. Potency, µM (titrated, usually from 76.6 µM), inactives show at the highest dose activity change, negative = inhibition, most hits filed as inhibitors; further: potency means the concentration at half of the fitted maximal effect; on the % scale 0 is the no-effect control and ±100 the full control effect; nearly all actives have a fitted effect of over 65% in size
# Target sequence (O75874 whole entry R132H, stated change not applied): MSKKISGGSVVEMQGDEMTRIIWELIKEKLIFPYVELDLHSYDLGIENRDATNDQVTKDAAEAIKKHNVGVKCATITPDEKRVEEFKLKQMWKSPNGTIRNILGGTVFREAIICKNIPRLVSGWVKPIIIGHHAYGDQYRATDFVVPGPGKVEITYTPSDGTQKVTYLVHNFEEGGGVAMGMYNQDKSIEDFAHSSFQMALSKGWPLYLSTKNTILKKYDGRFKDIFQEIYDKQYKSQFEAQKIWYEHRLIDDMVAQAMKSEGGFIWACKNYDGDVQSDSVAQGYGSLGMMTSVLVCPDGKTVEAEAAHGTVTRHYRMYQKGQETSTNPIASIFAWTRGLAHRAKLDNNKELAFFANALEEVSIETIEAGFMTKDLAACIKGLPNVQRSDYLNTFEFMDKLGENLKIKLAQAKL
#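 IDH1-R132H (0.5 ug/mL dispensed) in pH 7.5 Tris buffer was preincubated 30 min with compound, then given a substrate mix of 0.016 mM NADPH and 2 mM alpha-KG for 80 min at room temperature; remaining NADPH was read by diaphorase/resazurin fluorescence.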
# Vif-APOBEC3F blk – qHTS for Inhibitors of Vif-A3F Interactions: qHTS. HeLa A3F-eYFP + Vif (tagged APOBEC3F with the HIV-1 protein that degrades it), YFP fluorescence increase. AID 602313, 2012. Potency, µM (top dose mostly 46.1 µM), inactives show at the top dose activity, negative = active. 0.2% of 390,000 active; further: potency means the concentration at half of the fitted maximal effect; % of control where 0% means no effect; nearly all actives have a fitted effect of over 65% in size
#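 Fluorescence increase (Ex 488/Em 500-530) after overnight compound treatment at 37 deg C flags inhibition of Vif-driven A3F-eYFP loss in stable HeLa A3F-eYFP/Vif cells seeded overnight beforehand.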
# PI4K2A block – qHTS for small molecular inhibitors of PI4K2A; Phosphatidylinositol 4-kinase type 2-alpha (Homo sapiens), Q9BTU6; purified PI4K2A, ADP-Glo luminescence, 1 h; active compounds read low; activity change, negative = inhibition, % at 76.9 µM; 0.13% of 420,000 active; AID 1346378, 2018; in the data active means activity change below about -50%; inconclusive means mostly about -30% to -49%;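 further: -100% = wells without enzyme as full effect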
#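 In this quantitative HTS, ADP production by PI4K2A was quantified luminescently after 1 h at ambient temperature; 100 microM adenosine served as plate-quality control.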
# TrxR1 substrate – qHTS Assay for Substrates of Mammalian Selenoprotein Thioredoxin Reductase 1 (TrxR1): qHTS. Thioredoxin reductase 1, cytoplasmic (Rattus norvegicus), O89049. purified TrxR1 substrate turnover, NADPH consumption readout. Potency, µM (titrated, usually from 114 µM), without a hit: at the top dose activity change, negative = substrate turnover. 0.01% of 390,000 active; further: potency means the concentration at half of the fitted maximal effect; on the % scale 0 is the no-effect control and ±100 the full control effect; nearly all actives have a fitted effect of over 50% in size
# Target sequence (O89049 whole entry, looked up): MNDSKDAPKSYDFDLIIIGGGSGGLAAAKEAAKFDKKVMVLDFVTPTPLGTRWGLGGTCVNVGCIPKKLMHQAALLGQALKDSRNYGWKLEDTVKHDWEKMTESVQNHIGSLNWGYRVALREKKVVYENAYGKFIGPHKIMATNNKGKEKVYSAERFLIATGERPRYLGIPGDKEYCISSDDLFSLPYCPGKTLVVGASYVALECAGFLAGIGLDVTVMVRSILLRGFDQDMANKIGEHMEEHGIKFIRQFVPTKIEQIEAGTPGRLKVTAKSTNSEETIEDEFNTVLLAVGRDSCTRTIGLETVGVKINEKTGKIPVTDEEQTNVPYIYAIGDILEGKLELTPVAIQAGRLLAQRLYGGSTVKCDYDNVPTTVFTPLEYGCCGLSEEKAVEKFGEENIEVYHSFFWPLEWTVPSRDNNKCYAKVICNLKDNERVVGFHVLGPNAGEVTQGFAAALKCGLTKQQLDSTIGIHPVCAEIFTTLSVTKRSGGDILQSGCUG
#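 Rat TrxR1, dispensed at 90 nM, was prereduced with 400 uM NADPH (final) for 5 min at ~22 deg C, then incubated with compound 15 min before 400 uM selenite. A first-read NADPH fluorescence drop versus no-compound background flagged substrates.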
# USP1-UAF1 inh – Inhibitors of USP1/UAF1: Primary Screen; 0.23% of 390,000 active; recombinant USP1/UAF1, Ub-Rhodamine cleavage fluorescence; Potency, µM (doses to about 57.1 µM), for the others: at the top dose activity change, negative = inhibition, most hits filed as inhibitors; AID 743255, 2014; Ubiquitin carboxyl-terminal hydrolase 1 (Homo sapiens), O94782; further: potency means the concentration at half of the fitted maximal effect; on the % scale 0 is the no-effect control and ±100 the full control effect; nearly all actives have a fitted effect of over 60% in size; inactives centre near -12
#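 1 nM enzyme complex + cpd, 15 min RT; start with Ub-Rho 150nM final; kinetic fluorescence ex 480/em 540, 6 reads q60 s. Buffer 50mM HEPES pH 7.8, 0.5mM EDTA, 0.1 mg/ml BSA, 1mM TCEP, 0.01% Tween-20.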
# Vif-APOBEC3G blk – qHTS for Inhibitors of Vif-A3G Interactions: qHTS; DNA dC->dU-editing enzyme APOBEC-3G (Homo sapiens), Q9HC16; HeLa A3G-eYFP + Vif (tagged APOBEC3G with the HIV-1 protein that degrades it), YFP fluorescence, overnight; Potency, µM (top dose mostly 46.1 µM), without a hit: top-dose activity, negative = active, usual class: inhibitors; 0.076% of 410,000 active; AID 602310, 2012;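 further: potency means the concentration at half of the fitted maximal effect; on the % scale 0 is the no-effect control and ±100 the full control effect; nearly all actives have a fitted effect of over 60% in size; hits raise eYFP signal because A3G escapes Vif-driven loss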
#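 Read-out is eYFP fluorescence (Ex 488/Em 500-530) from Vif-expressing HeLa A3G-eYFP cells; more signal means A3G escaped Vif-mediated degradation. Cells plated overnight, compound pinned in, incubated overnight at 37 deg C.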
# LDHA block – qHTS assay for inhibitors of human lactate dehydrogenase; 0.15% of 480,000 active; L-lactate dehydrogenase A chain (Homo sapiens), P00338; AID 1347041, 2019; activity change, % (values are at about 110 or 230 µM); purified LDHA, NADH/diaphorase-resazurin fluorescence; active compounds read low; in the data active means activity change below about -30%; inconclusive means mostly about -25% to -30%;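 further: plate controls were DMSO wells for no effect and wells without enzyme for full effect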
#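 Remaining NADH was detected by diaphorase (0.133 mg/mL) converting 37 µM resazurin to fluorescent resorufin, read at 0 and 20 minutes. The preceding 5-minute room-temperature reaction used 2 nM LDHA, 0.2 mM sodium pyruvate and 0.06 mM NADH at pH 7.4.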
# Starred values were filed as active, the others as inactive; ? = inconclusive; / = no result given; [ ] = dose if it differs, or a comment. Unless noted, the call rests on the fitted dose curve; in most records, active means well fitted curve in the direction sought with a large enough effect; inconclusive means small, poorly fitted or top-dose-only effect, or another doubt; inactive means no such curve, though single readings can be large; an effect the other way counts as inactive or inconclusive.
# The line under a structure holds: GRP78 ERSR act	RXFP1 ag	IDH1 R132H inh	Vif-APOBEC3F blk	PI4K2A block	TrxR1 substrate	USP1-UAF1 inh	Vif-APOBEC3G blk	LDHA block
CC(=O)N1CCOc2ccc(S(=O)(=O)N(C)c3cccc(C)c3)cc21
    -6%	1.3%	7%	9%	-6	-4%	3%	2%	0
CCC(=O)N1CCc2cc(S(=O)(=O)NC(C(=O)NC3CCCc4ccccc43)C(C)C)ccc21 (configuration not stated)
    -9%	-0.3%	-1%	-17%	0	-4%	1%	2%	3
Cc1cccc(OCC(=O)NC2CCCC2)c1
    2%	-0.3%	2%	13%	-3	-12%	-21%	0%	-9
Cc1ccc(S(=O)(=O)N2CCCc3cc(NS(=O)(=O)c4ccc(F)c(C)c4)ccc32)cc1
    -3%	2.2%	-8%	0%	1	-2%[57.1 µM]	?	-5%	0
COc1cccc(/C=N/NC(=O)c2[nH]c(C)c(C(=O)N/N=C/c3cccc(OC)c3)c2C)c1
    -2%	-1.8%	0%	7%	-1	-17%	-10%	0%	2
CCCNC(=O)c1cc(C2CCCCN2S(=O)(=O)c2cccc3cccnc23)on1 (configuration not stated)
    2%	/	/	/	-4	/	/	-2%	-3
Cc1ccc(CNC(=O)CN(C2CCCCC2)S(C)(=O)=O)cc1
    -2%	2.6%	3%	-3%	-5	7%[57.1 µM]	0%	4%	-2
Cc1nc2ncnn2c(N2CCCC(C(=O)Nc3ccc4c(c3)CCC4)C2)c1C (configuration not stated)
    1%	-1.7%	-1%	-3%	-2	8%	-22%	3%	0
Cc1ccccc1-n1c(=O)cc(NCC2CCCO2)[nH]c1=O (configuration not stated)
    -4%	4.1%	-2%	-9%	1	8%	-28%	-1%	1
COc1cc(NC(=O)C(C)Oc2ccccc2)ccc1NC(=O)COc1ccccc1 (configuration not stated)
    -3%	-0.3%	2%	6%	0	-9%	-16%	-3%	-6
O=C(Nn1c(-c2ccccc2)nc2ccccc2c1=O)c1ccco1
    -4%	2.8%	-1%	-9%	0	0%	-11%	2%	2
NC(=O)c1nsc(C(=O)N(c2ccccc2)C(C(=O)NC2CCCC2)c2ccncc2)c1N (configuration not stated)
    -5%	5.9%	5%	0%	-4	-11%[57.1 µM]	-16%	-4%	1
CCN1CCN(S(=O)(=O)c2ccc(C)c([N+](=O)[O-])c2)CC1
    -3%	-0.1%	0%	-20%	-2	-8%	-2%	-2%	1
Nc1ncc([N+](=O)[O-])c(N2CCCCCC2)n1
    -6%	-1.3%	0%	1%	5	-3%	5%	5%	-3
CCOC(=O)NCc1ccc2[nH]c(C)cc2c1
    3%	3.8%	4%	7%	-5	2%[57.1 µM]	-6%	5%	7
CC(O)[C@H]1CNCCN1CCc1cc(C(F)(F)F)cc(C(F)(F)F)c1 (some centres not stated)
    -6%	-0.3%	-11%	4%	-5	-6%	25%	1%	1
CC(=O)Nc1ccc(S(=O)(=O)N(C)CC(=O)N/N=C/c2cccc(O)c2)cc1
    -1%	4.2%	-5%	5%	5	-4%	5%	4%	-9
CC(=O)CCc1oc2ccccc2c1-c1ccccc1
    -4%	2.8%	7%	8%	-1	5%[57.1 µM]	0%	-5%	-4
Cc1ccc(NC(=O)CSc2nnc(Cn3c(=O)sc4ccccc43)n2C)cc1
    -3%	0.3%	1%	-24%	-4	10%[57.1 µM]	-6%	0%	-9
Cc1ccc(N2C(=O)C3C4C=CC(CC4)C3C2=O)cc1Br (configuration not stated)
    -2%	-0.4%	-7%	-1%	3	-1%	-5%	0%	-3
C#CCOCCOCCOCCNc1nc(N2CCN(C(=O)[C@H]([C@@H](C)CC)n3cc(CCC(=O)O)nn3)CC2)nc(N2CCN(C(=O)[C@H](CCCCN)n3cc(CC(C)O)nn3)CC2)n1 (some centres not stated)
    -2%	/	-14%	0%	3	1%	-21%	1%	2
Cn1c(=O)cc(OCC(=O)NCCCN2CCN(Cc3ccccc3)CC2)c2ccccc21
    -7%	0.3%	2%	3%	6	5%	-22%	0%	-1
CC(=O)c1ccc(NC(=O)CN(C)CC(=O)Nc2cccc(F)c2)cc1
    -3%	0.6%	1%	-7%	5	-9%[57.1 µM]	-10%	1%	1
CC1CC(NC(=O)C2(C)CC2(Cl)Cl)CC(C)(C)C1 (configuration not stated)
    -4%	0.8%	4%	1%	3	1%	-15%	2%	-1
O=C(CSc1ccccc1C(=O)O)NC1CCCCCC1
    -3%	0.8%	3%	-18%	-2	4%	-13%	5%	-13
Cc1ccccc1OCC(=O)Nc1ccc(C)c(S(=O)(=O)N2CCCCCC2)c1
    0%	-0.5%	-1%	8%	-4	0%	-14%	0%	-7
COc1cc(/C=C/c2nc(C#N)c(NC(C)c3ccccc3)o2)cc(OC)c1OC (configuration not stated)
    0%	14%	-6%	-3%	-3	249%[activator]	-6%	-20%	3
O=C(O)CN1C(=O)/C(=C\c2cc(Br)ccc2OCc2ccc(Cl)cc2)SC1=S
    -3%	-0.1%	?	-7%	-2	-3%	?	-12%	-40*
Cn1c(CNc2cccc(C(F)(F)F)c2)n[nH]c1=S
    -1%	-2.4%	-2%	-2%	-3	1%	-16%	2%	0
N#Cc1c(C(F)(F)F)cc(-c2ccco2)nc1SCc1ccccn1
    -1%	5.5%	4%	25µM*	-3	27%	-22%	?	-2

# Retrieved by structure from above:
# The line under a structure holds: GRP78 ERSR act	RXFP1 ag	IDH1 R132H inh	Vif-APOBEC3F blk	PI4K2A block	TrxR1 substrate	USP1-UAF1 inh	Vif-APOBEC3G blk	LDHA block
N#Cc1c(C(F)(F)F)cc(-c2ccco2)nc1SCc1ccccn1
    -1%	5.5%	4%	25µM*	-3	27%	-22%	?	-2
COc1cc(/C=C/c2nc(C#N)c(NC(C)c3ccccc3)o2)cc(OC)c1OC (configuration not stated)
    0%	14%	-6%	-3%	-3	249%[activator]	-6%	-20%	3

# Carrying on.
# The line under a structure holds: GRP78 ERSR act	RXFP1 ag	IDH1 R132H inh	Vif-APOBEC3F blk	PI4K2A block	TrxR1 substrate	USP1-UAF1 inh	Vif-APOBEC3G blk	LDHA block
COc1ccc(CCNC(=O)COc2ccc(N(C)S(=O)(=O)c3ccc(C)cc3)cc2)cc1
    -3%	-2.2%	-3%	3%	1	-14%	-7%	-6%	-5
CC1=CCC2C(=O)N(CCc3c[nH]c4ccccc34)C(=O)C2C1 (configuration not stated)
    4%	-3.8%	0%	-1%	6	-1%[11.4 µM]	-9%	2%	-1
Cc1c(C(=O)NCc2cccnc2)sc2nc(-c3ccc(F)cc3)cn12
    2%	1.6%	18%	0%	-11	-5%[57.1 µM]	-18%	1%	-2
Cc1cc(NC(C)c2ccccc2)n2ncc(-c3ccccc3)c2n1 (configuration not stated)
    ?	5.7%	12%	8%	2	37%[activator]	-16%	-9%	0
CC(C)(C)c1nc(C(C)(C)C)c(Br)c(=O)[nH]1
    -6%	-0.2%	4%	2%	6	-11%	-16%	2%	-4
COc1ccc(CN2C(=O)c3ccccc3C2=O)cc1C(=O)Nc1ccc(C)cc1C
    -4%	2.3%	0%	1%	4	-4%	-15%	0%	-4
CCOc1ccc(CNC(=O)C2CCCN(S(=O)(=O)N3CCC(C)CC3)C2)cc1OC (configuration not stated)
    -5%	/	0%	0%	0	/	-23%	1%	-16
O=C(NCCN1CCOCC1)c1ccc(CSCc2cccc(Cl)c2)o1
    -3%	-3.1%	8%	2%	0	11%	-11%	2%	0
Cc1cc(C)cc(CC(=O)N2CCC2(C)C(=O)NS(=O)(=O)c2ccccc2)c1 (configuration not stated)
    0%	/	/	/	4	/	/	-3%	-8
COCCCn1c(SCC(=O)Nc2oc(C)c3c(C)n[nH]c(=O)c23)nc2ccccc2c1=O
    0%	7.1%	1%	-9%	1	-3%	-15%	2%	0
CC(=O)N1CCN(c2ccccc2NC(=O)COc2ccccc2C)CC1
    ?	1.6%	-1%	-1%	5	2%	-5%	-5%	-5
N#Cc1ccc(CSc2nnc(-c3cccnc3)n2-c2ccccc2)cc1
    -2%	0.7%	1%	-5%	0	13%	-6%	2%	-6
COc1ccc2nc(NC(=O)CCc3ccc(OC)c(OC)c3)sc2c1
    1%	5.9%	-8%	0%	0	-6%	-6%	-3%	-1
CCCCCCNC(=O)CSc1nccn1Cc1ccccc1
    -3%	0.6%	-1%	0%	1	4%	-16%	0%	3
Cc1ccc(NC(=O)CSc2ncc3c(n2)-c2ccc(Cl)cc2N(C)S3(=O)=O)cc1F
    -4%	?	-7%	-1%	8	6%[57.1 µM]	?	-1%	1
C=CCc1ccc(OCC(O)CN2CCCCC2)c(OC)c1 (configuration not stated)
    -4%	0.5%	0%	-5%	-5	-7%	-6%	3%	4

# High-throughput results from PubChem BioAssay.

# These rows are one share of the data; rates above refer to the full screens.
